SKN-1 inh – suppressors of acrylamide-induced Pgst-4::GFP reporter in worms, primary screen, SKN-1 inhibitor project, whole organism, uHTS, GFP/RFP fluorescence ratio, strain VP596; C. elegans VP596 Pgst-4::GFP/RFP ratio, 24 h; inhibition, % at 21.8 µM; AID 624304, 2012; 360,000 tested, 0.49% active;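 active means interference check ratio from 0.5 to 1.5 plus GFP to RFP signal ratio inhibition reaching or exceeding a fixed threshold, cut at about 30% in these data, passing the limit was not always enough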; further: some compounds called inactive have numbers as strong as hits
Scp1 inh – Scp-1 phosphatase inhibitors, primary screen, biochemical, colorimetric, uHTS. Carboxy-terminal domain RNA polymerase II polypeptide A small phosphatase 1 (Homo …. Recombinant Scp1, phosphopeptide, malachite green phosphate absorbance. inhibition, % at 20 µM. 340,000 tested, 0.88% active. AID 493091, 2011;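 active means inhibition above about 50% at 20 µM, limit read from the data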;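 further: plate controls were DMSO wells with enzyme for no effect and wells lacking enzyme for full effect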
Target sequence (Q9GZU7 76-261 limits assumed): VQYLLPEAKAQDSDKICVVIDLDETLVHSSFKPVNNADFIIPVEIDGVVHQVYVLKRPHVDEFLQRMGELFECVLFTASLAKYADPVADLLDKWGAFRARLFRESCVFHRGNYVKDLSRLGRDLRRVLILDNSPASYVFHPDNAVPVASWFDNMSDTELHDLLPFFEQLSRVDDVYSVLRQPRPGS
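System: SCP-1 catalytic domain; Reagent: Phospho 17-mer peptide substrate; Doses: one concentration, 20 µM, with 1.0% DMSO; Incubation: 45 min room-temperature reaction, 5 min colour, 30 min stabiliser; Signal: Phosphate-binding colour reagent, absorbance read at 630 nm.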
CendR NRP1 mod – modulators of CendR peptide binding to NRP-1, primary screen, biochemical, fluorescence polarization, uHTS; inhibition, % at 25 µM; FAM-RPARPAR peptide binding to NRP-1; 360,000 tested, 0.85% active;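 active means inhibition or corrected inhibition above about 18%, plus a signal ratio from 0.5 to 1.5, limit read from the data, passing the limit was not always enough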; further: strong numbers were not always called active
NadD block – inhibitors of S. aureus NadD, primary screen, biochemical, colorimetric, uHTS; 360,000 tested, 0.78% active; Nicotinate-nucleotide adenylyltransferase NadD (Staphylococcus aureus N315); inhibition, % at 20 µM; purified NadD enzyme, colorimetric absorbance read-out; AID 602399, 2012; in the data active means inhibition above about 26%; further: some compounds past the cut are filed as inactive
Tb MetRS inh – T. brucei MetRS inhibitors, primary screen, biochemical, luminescence. 360,000 tested, 0.4% active. inhibition, % at 11.9 µM. purified T. brucei MetRS, ATP depletion, Kinase-Glo luminescence;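 active means inhibition above a per-plate cutoff of the control wells' mean inhibition plus 3 SD, cut at about 5.5% in these data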;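 further: 0% = DMSO wells median and 100% = median of wells with control inhibitor compound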
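Material – parasite MetRS enzyme · Medium – HEPES-MgCl2-KCl buffer plus DTT, spermine, BSA, pyrophosphatase · Reagent – ATP, methionine and E. coli bulk tRNA substrates · Times – 15 min enzyme-compound preincubation, 2 h reaction, 10 min detection, 25 °C · Measured by – luminescence of leftover ATP · Evaluation – percent inhibition relative to median high and low control wells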
Neddyl block – inhibitors of cullin neddylation, primary screen, biochemical, TR-FRET, uHTS, NAE and Ubc12 | 360,000 tested, 0.58% active | NEDD8-conjugating enzyme Ubc12 (Homo sapiens) + NEDD8-activating enzyme E1 regulatory … | calls only at 25 µM; in the data active means inhibition above about 36%
STEP inh – STEP phosphatase inhibitors, primary screen, biochemical, fluorescence intensity, uHTS. Tyrosine-protein phosphatase non-receptor type 5 (Homo sapiens), P54829. recombinant STEP, OMFP fluorogenic substrate. inhibition, % at 20 µM. 360,000 tested, 0.25% active. AID 588621, 2011;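 active means inhibition at 20 µM, scaled per plate between control wells, above about 37%, limit read from the data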;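 further: 0% = DMSO with enzyme and substrate and 100% = substrate only without enzyme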
Target sequence (P54829 whole entry, looked up): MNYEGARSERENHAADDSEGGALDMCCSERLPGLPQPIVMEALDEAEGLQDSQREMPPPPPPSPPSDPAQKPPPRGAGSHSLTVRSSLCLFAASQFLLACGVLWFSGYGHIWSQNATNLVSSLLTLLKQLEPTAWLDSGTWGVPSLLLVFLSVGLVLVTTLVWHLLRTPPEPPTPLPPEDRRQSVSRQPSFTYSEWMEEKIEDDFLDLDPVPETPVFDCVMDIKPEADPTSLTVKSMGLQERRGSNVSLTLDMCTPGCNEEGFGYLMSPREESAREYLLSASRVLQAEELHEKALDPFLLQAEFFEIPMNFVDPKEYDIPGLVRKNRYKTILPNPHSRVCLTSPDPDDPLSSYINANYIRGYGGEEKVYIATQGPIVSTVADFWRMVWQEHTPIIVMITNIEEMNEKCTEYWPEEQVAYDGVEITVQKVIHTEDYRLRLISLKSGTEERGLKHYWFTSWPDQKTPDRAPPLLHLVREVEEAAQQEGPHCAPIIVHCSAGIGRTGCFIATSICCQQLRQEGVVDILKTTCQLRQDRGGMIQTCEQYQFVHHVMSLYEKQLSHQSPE
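System: isolated STEP enzyme; schedule: 20 min enzyme reaction at room temperature, protected from light; medium: Bis-Tris buffer pH 6.0, 2.5 mM DTT, 0.005% Tween 20; signal: fluorescence, 480/540 nm; dosing: single compound dose of 20 µM, 1% DMSO final; also added: OMFP substrate, 25 µM final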
DNMT1 block – human DNMT1 methyltransferase inhibitors, primary screen, biochemical, molecular beacon, fluorescence, HinP1I cleavage, uHTS. DNA (cytosine-5)-methyltransferase 1 (Homo sapiens), P26358. inhibition (reported as % activation of signal), % at 10 µM. 360,000 tested, 0.83% active. AID 588458, 2011; in the data active means inhibition above about 50%
SUMO1-SIM PPI – modulators of SUMO1 protein-protein interactions, primary screen, biochemical, uHTS; Small ubiquitin-related modifier 1 (Homo sapiens), P63165; SUMO1 binding to a labelled peptide, TR-FRET, 1 h; inhibition, % at 20 µM; 360,000 tested, 0.33% active; AID 602429, 2012; in the data active means inhibition above about 37%
Target sequence (P63165 whole entry, looked up): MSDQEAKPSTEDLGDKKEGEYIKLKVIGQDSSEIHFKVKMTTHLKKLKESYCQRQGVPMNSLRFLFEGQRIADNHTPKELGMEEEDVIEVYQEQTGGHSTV
LMPTP inh – LMPTP phosphatase inhibitors, primary screen, biochemical, fluorescence intensity, uHTS. AID 651560, 2012. Low molecular weight phosphotyrosine protein phosphatase (Homo sapiens), P24666. 360,000 tested, 0.22% active. recombinant LMPTP-A, OMFP fluorogenic substrate. inhibition, % at 20 µM;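 active means compounds that cut the enzyme signal by at least half of the control window in the single-dose screen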;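 further: plate controls were DMSO wells with enzyme plus substrate for no effect and substrate without enzyme for full effect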
Target sequence (P24666 whole entry, looked up): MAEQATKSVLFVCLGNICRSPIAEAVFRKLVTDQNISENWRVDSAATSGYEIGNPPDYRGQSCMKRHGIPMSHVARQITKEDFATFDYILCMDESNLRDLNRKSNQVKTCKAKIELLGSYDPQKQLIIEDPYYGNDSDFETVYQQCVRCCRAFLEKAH
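Test system – LMPTP-A enzyme · Amount – LMPTP-A at 0.625 nM final in the reaction · Buffer or medium – Bis-Tris pH 6.0, DTT, detergent · Reagent – OMFP 400 µM · Doses – single 20 µM dose · Schedule – reaction 50 min, room temperature, dark · Detection – fluorescence intensity of OMFP turnover product · Evaluation – percent inhibition versus substrate-only and uninhibited controls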
Active calls of the source: *; i = inactive; x = not tested or not shown.

SKN-1 inh	Scp1 inh	CendR NRP1 mod	NadD block	Tb MetRS inh	Structure	Neddyl block	STEP inh	DNMT1 block	SUMO1-SIM PPI	LMPTP inh
-1	-7	-3	5	-0.6	Cc1ccccc1-n1c(C)nnc1SCC(=O)N1CC(=O)Nc2ccccc21	i	-2	1	0	-0.4
3	-18	6	4	-0.6	COc1ccc(-c2cc(C(=O)NC3CC3)c3ccccc3n2)cc1	x	-4	-4	-11	-1.2
8	-3	-4	-4	0.1	COc1cccc(N(CC(=O)NCc2ccccc2)C(=O)CCC(=O)Nc2nccs2)c1	i	-2	-3	3	-0.6
8	-5	0	2	0.1	CCOC(=O)c1c(C)[nH]c(C)c1C(=O)COC(=O)c1cccnc1OCC	i	-5	1	6	-0.7
-1	-5	-10	-1	-0.7	C[C@H](CO)N1C[C@H](C)[C@@H](CN(C)S(=O)(=O)c2ccc(F)cc2)Oc2c(NS(=O)(=O)c3ccc(F)cc3)cccc2C1=O	i	-6	-1	10	-1.1
6	-14	-5	-10	0.7	O=C(/C=C/c1ccc(Cl)cc1Cl)N1CCN(c2ccccc2[N+](=O)[O-])CC1	i	4	92*	0	6.9
-12	0	-2	-6	0.5	Cc1cccc(NC(=S)NC2CC3CCC(C2)N3Cc2ccco2)c1 (stereo not drawn)	i	0	2	2	-1.3
4	1	9	1	-0.7	COc1ccc(-n2c(SCC(=O)NCC3CCCO3)nc3c([nH]c4ccccc43)c2=O)cc1OC (stereo not drawn)	i	-1	0	-12	-0.7
-6	-1	-3	1	-1.2	COc1ccccc1N1CCN(Cc2nc(N)nc(Nc3ccc(C)c(Cl)c3)n2)CC1	i	-3	-9	2	0.5
-9	15	-17	0	0.1	CCCc1cc(=O)[nH]c(SCC(=O)Nc2sc(C(N)=O)c(C)c2C(=O)OCCOC)n1	i	-2	4	14	-0.9
2	-3	10	-3	-1.5	COc1cc(CNC(=O)c2cnc(C)cn2)cc(OC)c1	i	-6	7	3	-1.6
4	x	6	-1	-0.1	CC(=O)c1ccc(NC(=O)c2cn(C)c(=O)c3ccccc23)cc1	i	-2	1	4	-0.6
7	-8	-11	-1	0.5	COc1ccccc1-c1nnc(SCC(=O)O)n1C	i	2	3	-4	-1.0
1	-5	-22	-5	-0.2	Cc1nc(C)c(C(=O)OCC(=O)Nc2ccccc2SCC#N)s1	i	-6	-5	-4	-1.1
-11	x	2	-2	0.0	COc1cc2c(cc1OC)C1CCc3cc4c(cc3C1N=C2)OCO4 (stereo not drawn)	i	6	-3	-10	7.8
-2	-4	-2	-8	-0.4	C[C@@H]1CC[C@@]2(O[C@H](CCO)C[C@H](O)[C@H]2O)O1	i	3	8	2	-1.0

Structures from the list above with a Cl atom, in the order listed:
SKN-1 inh	Scp1 inh	CendR NRP1 mod	NadD block	Tb MetRS inh	Structure	Neddyl block	STEP inh	DNMT1 block	SUMO1-SIM PPI	LMPTP inh
6	-14	-5	-10	0.7	O=C(/C=C/c1ccc(Cl)cc1Cl)N1CCN(c2ccccc2[N+](=O)[O-])CC1	i	4	92*	0	6.9
-6	-1	-3	1	-1.2	COc1ccccc1N1CCN(Cc2nc(N)nc(Nc3ccc(C)c(Cl)c3)n2)CC1	i	-3	-9	2	0.5

Later entries.
SKN-1 inh	Scp1 inh	CendR NRP1 mod	NadD block	Tb MetRS inh	Structure	Neddyl block	STEP inh	DNMT1 block	SUMO1-SIM PPI	LMPTP inh
9	10	3	1	0.0	COc1ccc(C)cc1-n1c(SCC(=O)NC2CC2)nc2ccccc2c1=O	i	-3	3	0	0.0
5	-3	7	-8	-0.3	COc1ccccc1-c1nnc(NC(=O)C(C)Sc2nncn2C)s1 (stereo not drawn)	i	1	1	-1	0.5
-5	6	0	0	0.3	CN(CC(=O)NCCC1=CCCCC1)S(=O)(=O)c1ccc2c(c1)c(=O)n(C)c(=O)n2C	i	2	-5	16	4.2
20	21	6	0	-0.2	Cc1cc(NS(=O)(=O)c2ccc(NC(=O)CNS(=O)(=O)c3ccccc3)cc2)nc(C)n1	i	0	6	17	0.2
18	5	-116	13	-0.7	CC(Oc1ccccc1)C(=O)Nc1oc(-c2ccco2)c(-c2ccco2)c1C#N (stereo not drawn)	x	1	63*	34	3.7
14	-4	-2	0	-0.1	COc1ccc(NS(=O)(=O)c2cc(C(=O)NNC(=O)c3ccncc3)ccc2OC)c(OC)c1	i	0	2	2	-2.0
10	x	-12	-1	-0.2	CCOC(=O)N1CCN(C(=O)CCN2C(=O)/C(=C\c3ccc(OC)c(OC)c3)SC2=S)CC1	i	2	37	-11	0.5
4	3	-3	-3	1.5	Clc1ccc(Cn2ncc3c(NCc4cccnc4)ncnc32)cc1	i	0	-2	-3	2.5
17	0	0	-3	-0.4	CCC(=O)Nc1cccc(NC(=O)CSc2nnc(C3CC3)n2C)c1	i	0	-6	-1	-1.6
2	1	20	6	-0.3	NC(=O)C1CCN(C(=O)c2ccc(C(F)(F)F)cc2)CC1	i	6	1	0	-0.5
10	-5	-6	-3	-0.7	CCOc1ccc(NC(=O)N2CC(C)OC(C)C2)cc1 (stereo not drawn)	i	-4	-1	4	-1.7
-2	-8	0	-6	-0.3	COc1ccc(C(=O)COC(=O)CCN2C(=O)C3C4C=CC(C5CC45)C3C2=O)cc1 (stereo not drawn)	i	-1	2	0	-0.1
-3	0	-1	0	0.1	COC(=O)c1ccc(NC(=O)CN2CCN(S(=O)(=O)c3ccc(Br)cc3)CC2)cc1	i	1	0	-2	1.8
-18	-8	12	-9	0.0	O=C(CCN1CCN(C/C=C/c2ccccc2)CC1)Nc1ccccc1	i	-3	-1	2	-1.2
-23	1	5	0	-1.6	Cc1ccc(NCc2nnc(SCC(N)=O)n2CC2CCCO2)c(C)c1 (stereo not drawn)	i	0	4	-1	-1.3
-1	-8	2	-2	-0.4	c1ccc(C(CN2CCOCC2)c2ccccc2)cc1	i	-2	0	2	-1.5
2	4	-1	0	-2.1	O=C(NCC1CCCO1)c1ccc(Oc2ccc([N+](=O)[O-])cc2Cl)cc1 (stereo not drawn)	i	-2	1	0	-0.9
-1	3	14	-4	-0.5	COc1cc(C#N)ccc1OC(=O)c1cccc(S(=O)(=O)N2CCN(C)CC2)c1	i	0	-1	-1	-0.1
10	-10	-6	-1	-0.5	COc1ccccc1C(=O)NCC(=O)N/N=C/c1ccc2c(c1)OCO2	i	1	0	-6	-0.2
-1	x	7	1	-0.1	COC(=O)c1cnc(NC(=O)C2(C)CCN2C(=O)C(C)C)s1 (stereo not drawn)	i	0	2	0	-0.3
10	x	-2	4	-0.1	CCOC(=O)C1(C)CCN1C(=O)c1ccccc1 (stereo not drawn)	i	0	1	-2	0.0
-2	-9	9	0	1.6	O=C(O)Cc1ccc(NC(=O)Nc2ccc(Br)cc2)cc1	i	1	-1	5	0.3
-23	18	3	-1	-0.3	COc1cc2cc[n+](Cc3ccc([N+](=O)[O-])cc3)cc2cc1OC	i	-3	-2	-26	1.1
9	-1	19*	-12	-0.6	CC1CC(C)CN(CCCNC(=O)CN2C(=O)CSc3ccc(S(=O)(=O)N4CCOCC4)cc32)C1 (stereo not drawn)	i	0	1	4	-1.3
1	18	-5	-2	-1.2	O=C(OCC(=O)N1CCCC1)c1ccc(OC(F)(F)F)cc1	i	0	6	1	0.2
10	-7	-4	-4	-0.3	COc1ccc(-c2noc3c2-c2nc(-c4ccc(Cl)cc4)sc2CC3)cc1	i	1	-7	2	1.9
-6	x	10	-2	-0.1	CC1(C2CC2)NC(=O)N(CC(=O)Nc2ccc(OC(F)F)cc2)C1=O (stereo not drawn)	i	0	7	6	-1.2
-22	46	-23	28	0.4	CCOc1cc(/C=C(\C#N)C(=O)Nc2cccc(C(=O)O)c2)ccc1OCc1ccccc1Cl	i	20	7	30	3.4
-9	8	26*	1	-1.2	CO/N=C/NC(=O)c1c(OC)ccnc1Oc1ccccc1	i	-1	0	0	-1.5
4	x	-8	3	-0.2	CN1CCN(C(=O)c2cccc(-c3cnc4cnc(-c5ccccc5Oc5ccccc5)cn34)c2)CC1	x	2	-3	-5	-3.6
-1	-1	-3	-3	-0.5	COc1cccc(-c2c(C#N)c(N)nc3c2c(C)nn3-c2ccccc2)c1O	i	-2	-15	-1	1.1
14	-12	-2	3	0.0	Cc1ccc(OCC(=O)N(C)C2CCCCC2)c([N+](=O)[O-])n1	i	3	0	-11	-1.6
-7	-3	-7	-1	0.1	CCN(C(=O)c1ccc(=O)[nH]c1)c1c(N)n(Cc2ccccc2)c(=O)[nH]c1=O	i	-2	3	-2	0.8
10	-14	-13	15	0.1	Cc1ccc2nc(-c3ccc(NC(=O)CSc4nc(N)cc(=O)[nH]4)cc3)sc2c1	x	0	23	2	-0.3
12	-7	-5	4	0.5	COc1ccccc1/C=C1\SC(=O)N(CCC(=O)N(C)C2CCS(=O)(=O)C2)C1=O (stereo not drawn)	i	2	0	-20	-0.7
5	-4	3	-18	-0.3	CCOc1ccccc1N1CCN(C(=S)Nc2ccc(S(N)(=O)=O)cc2)CC1	i	0	-5	0	1.1
-4	-5	7	2	-0.3	CCc1ccc(CC(=S)N2CCOCC2)cc1	i	1	2	-4	-0.5
-12	2	-14	2	-0.5	Cn1nnnc1SCc1ccc(CSc2nnnn2C)cc1	i	3	4	6	-1.8
-16	2	-8	0	0.2	CN1CCN(C(=O)N2CCNC2=O)CC1	i	-1	5	3	-6.2
4	-8	0	5	0.6	CCCCNC(=O)CO/N=C(\C)c1cc2ccccc2o1	i	-2	-4	-3	-1.9
8	-4	2	-1	-0.1	Cn1c(=O)[nH]c(=O)c2c1nc(SCCO)n2CC(O)COc1ccccc1 (stereo not drawn)	i	4	-1	-2	-0.4
-4	0	1	-7	0.3	N/C(CCS(=O)(=O)c1ccc(Cl)cc1)=N\OC(=O)c1ccccc1C(F)(F)F	i	-1	0	-6	0.5

Source: PubChem
